# DAT uptake mod – modulates human dopamine transporter uptake under cocaine | Q01959 | LLC-PK1 hDAT cells, [14C]-dopamine uptake with cocaine IC80; actives deviate in either direction | B-score at 10 µM | 1.3% of 110,000 active;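 active = Z score or B-score, a plate-position-corrected score, falls beyond the plate's 99.7% confidence bounds, in either direction; inactive = both scores lie inside the 99.7% bounds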;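 note: scored against the spread of the other compound wells on the same plate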
# sEH inh – inhibitors of human soluble epoxide hydrolase; P34913; recombinant human sEH enzymatic activity assay; inhibition, % at 2 µM; 0.34% of 91,000 active; AID 707; in the data active = inhibition above about 80%; note: values of inactives mirror those of a sister screen read the other way; many of its hits are not listed in these tables
# S1P2 ag – S1P2 (human) receptor agonism. activation, % at 4.5 µM. S1P2-expressing cell line, agonist reporter read-out. 0.46% of 97,000 active; in the data active = activation above about 16%;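 note: 0% = vehicle low control and 100% = maximal reference agonist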
# Target sequence (O95136 whole entry, looked up): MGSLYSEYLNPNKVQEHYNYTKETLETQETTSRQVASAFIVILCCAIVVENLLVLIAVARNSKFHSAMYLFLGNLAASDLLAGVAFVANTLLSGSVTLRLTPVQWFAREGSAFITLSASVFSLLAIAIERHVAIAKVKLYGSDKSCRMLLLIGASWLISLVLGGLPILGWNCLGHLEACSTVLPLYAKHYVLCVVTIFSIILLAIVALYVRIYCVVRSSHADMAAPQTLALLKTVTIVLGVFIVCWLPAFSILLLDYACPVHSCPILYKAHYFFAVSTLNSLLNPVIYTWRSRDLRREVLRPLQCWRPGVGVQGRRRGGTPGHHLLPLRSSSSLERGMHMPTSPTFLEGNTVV
# S1P2 antag – S1P2 (human) receptor antagonism; cell-based S1P2 antagonist assay, inhibition at 5 uM; inhibition, % at 5 µM; O95136; 0.21% of 97,000 active; in the data active = inhibition above about 45%;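 note: CRE beta-lactamase reporter cells expressing human S1P2 stimulated with S1P; 0% = agonist at EC80 alone and 100% = agonist plus reference antagonist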
# sEH activator – soluble epoxide hydrolase (human) activation | AID 717 | 0.04% of 91,000 active | P34913 | activation, % at 2 µM | purified human sEH enzymatic activity, activator screen; in the data active = activation above about 37%; note: values of inactives mirror those of a sister screen read the other way
# CYP2C19 act – cytochrome P450 2C19 (human) activation. recombinant CYP2C19, luciferin-H EGE luminescence; active compounds read high; 0 = fully inhibited enzyme, 1 = untreated enzyme. activation factor at 5 µM. 96,000 tested, under 10 active. AID 1025;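 active = activation factor of at least 2 at 5 µM in the primary screen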;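 note: 0 = wells with 2.5 mM tranylcypromine and 1 = vehicle-only wells; values of inactives mirror those of a sister screen read the other way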
# Target sequence (P33261 whole entry, looked up): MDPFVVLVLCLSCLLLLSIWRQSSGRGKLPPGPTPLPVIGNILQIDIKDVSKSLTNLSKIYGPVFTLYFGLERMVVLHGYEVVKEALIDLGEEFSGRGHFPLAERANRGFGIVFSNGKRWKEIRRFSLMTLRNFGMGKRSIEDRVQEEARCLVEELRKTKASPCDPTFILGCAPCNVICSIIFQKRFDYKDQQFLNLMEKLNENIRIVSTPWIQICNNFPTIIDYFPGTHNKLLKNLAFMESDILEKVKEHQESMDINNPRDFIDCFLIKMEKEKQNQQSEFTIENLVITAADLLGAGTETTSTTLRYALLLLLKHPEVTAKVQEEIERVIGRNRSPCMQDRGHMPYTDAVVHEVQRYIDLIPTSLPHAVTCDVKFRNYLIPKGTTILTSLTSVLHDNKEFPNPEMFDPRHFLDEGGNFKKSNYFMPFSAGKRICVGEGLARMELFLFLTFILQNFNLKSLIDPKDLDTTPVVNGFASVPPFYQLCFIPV
# PostGolgi yeast – growth inhibition of a yeast mutant, post-Golgi transport screen; 0.9% of 98,000 active; inhibition, % at 10 µM; post-Golgi transport phenotypic cell assay; AID 739;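 note: yeast cells grown in 1536-well plates; yeast grown about 18 h at 30C before absorbance read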
# CYP2C19 inh – human CYP2C19 inhibition; CYP2C19 Supersomes, luciferin-H EGE luminescence, 30 min; inhibition, % at 5 µM; 21% of 96,000 active;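 active = CYP2C19 inhibition above a set limit at 5 µM in the primary screen, cut at about 50% in these data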;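 note: plate controls were negative control wells for no effect and 2.5 mM tranylcypromine positive control for full effect; values of inactives mirror those of a sister screen read the other way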
# PostGolgi ctrl – yeast control strain growth, post-Golgi counter-screen; AID 738; inhibition, % at 10 µM; efflux-deficient yeast background strain, growth absorbance A615, 16 h; 5% of 98,000 active
# * marks the source's active call; other numbers are inactive results; · = no result given. Cut-off read from the data, not from the text of the source, unless noted: active = inhibition above about 30%; inactive = the rest.
SMILES,DAT uptake mod,sEH inh,S1P2 ag,S1P2 antag,sEH activator,CYP2C19 act,PostGolgi yeast,CYP2C19 inh,PostGolgi ctrl
CC1CCN(c2ccc(/C=N/n3nnnc3N)cc2[N+](=O)[O-])CC1,-0.012,-14,6,-4,11,·,0,·,-1
CC1(N2CCOCC2)CC2(O)C(=[N+]1[O-])CCc1nonc12 (centres undefined),-0.24,-5,-4,13,6,0.8,-7,22,-2
C/C(N)=C(/C#N)C(=O)COC(=O)C1CCC(C(C)(C)C)CC1 (centres undefined),1.1,22,-3,-16,-21,0.1,2,90*,21
CNC(=O)c1ccc2nc(NC(C)=O)sc2c1,-0.14,6,-6,28,-8,1,-5,2,2
Cc1ccc(C2CC(C(F)(F)F)n3nc(C(=O)NCc4c(C)nn(C)c4C)c(Cl)c3N2)cc1 (centres undefined),1.1,26,-7,35,-26,0.9,-2,10,6
Cc1cc(N2CCN(S(=O)(=O)c3ccc4c(c3)OCCO4)CC2)n2ncnc2n1,0.46,-6,11,-8,8,0.8,15,16,-4
COC(=O)C(NNc1ccccc1C)(NC(=O)c1ccc(F)cc1)C(F)(F)F (centres undefined),0.24,-9,-2,-4,11,0.2,14,79*,7
CCC(C)[C@H](NC(=O)N1CCCC1)C(=O)OC (some centres undefined),0.45,14,-7,4,-15,1.4,-5,-35,-8
O=C(NCC1CCCO1)C1CC(=O)N(C2CCCC2)C1 (centres undefined),-0.14,10,-2,-4,-11,0.9,0,8,0
CN(C)S(=O)(=O)c1cccc(C(=O)NCc2cccs2)c1,-0.13,0,-2,6,3,0.5,5,51*,23
O=C(CN(Cc1ccccc1)C(=O)c1ccc2c(c1)OCCO2)NCc1ccc2c(c1)OCO2,0.74,6,-9,19,-6,0.7,4,29,3
O=C(NCC1CCCO1)c1ccc(CS(=O)(=O)Cc2ccc(F)cc2)o1 (centres undefined),1,-11,0,-7,12,0.9,-6,5,-1

# Single records, as listed above. Screens in order: DAT uptake mod, sEH inh, S1P2 ag, S1P2 antag, sEH activator, CYP2C19 act, PostGolgi yeast, CYP2C19 inh, PostGolgi ctrl
# CNC(=O)c1ccc2nc(NC(C)=O)sc2c1 in the list: -0.14, 6, -6, 28, -8, 1, -5, 2, 2
# Cc1cc(N2CCN(S(=O)(=O)c3ccc4c(c3)OCCO4)CC2)n2ncnc2n1 in the list: 0.46, -6, 11, -8, 8, 0.8, 15, 16, -4
# O=C(NCC1CCCO1)C1CC(=O)N(C2CCCC2)C1 (centres undefined) in the list: -0.14, 10, -2, -4, -11, 0.9, 0, 8, 0

# Ordered by count of non-hydrogen atoms (descending): 7 of the compounds above.
SMILES,DAT uptake mod,sEH inh,S1P2 ag,S1P2 antag,sEH activator,CYP2C19 act,PostGolgi yeast,CYP2C19 inh,PostGolgi ctrl
O=C(CN(Cc1ccccc1)C(=O)c1ccc2c(c1)OCCO2)NCc1ccc2c(c1)OCO2,0.74,6,-9,19,-6,0.7,4,29,3
Cc1ccc(C2CC(C(F)(F)F)n3nc(C(=O)NCc4c(C)nn(C)c4C)c(Cl)c3N2)cc1 (centres undefined),1.1,26,-7,35,-26,0.9,-2,10,6
COC(=O)C(NNc1ccccc1C)(NC(=O)c1ccc(F)cc1)C(F)(F)F (centres undefined),0.24,-9,-2,-4,11,0.2,14,79*,7
O=C(NCC1CCCO1)c1ccc(CS(=O)(=O)Cc2ccc(F)cc2)o1 (centres undefined),1,-11,0,-7,12,0.9,-6,5,-1
CC1CCN(c2ccc(/C=N/n3nnnc3N)cc2[N+](=O)[O-])CC1,-0.012,-14,6,-4,11,·,0,·,-1
CN(C)S(=O)(=O)c1cccc(C(=O)NCc2cccs2)c1,-0.13,0,-2,6,3,0.5,5,51*,23
CCC(C)[C@H](NC(=O)N1CCCC1)C(=O)OC (some centres undefined),0.45,14,-7,4,-15,1.4,-5,-35,-8

# The list goes on:
SMILES,DAT uptake mod,sEH inh,S1P2 ag,S1P2 antag,sEH activator,CYP2C19 act,PostGolgi yeast,CYP2C19 inh,PostGolgi ctrl
COC(=O)c1ccccc1OC(=O)c1ccc(Br)o1,0.14,5,-6,2,-5,0.2,2,76*,15
COc1ccccc1Nc1nc(-c2cccc([N+](=O)[O-])c2)nc2ccccc12,-0.61,-4,-3,5,3,1,-10,2,12
CCn1cnc2cc(NCc3ccc(OC)cc3)ccc21,0.92,-15,-4,3,15,0.3,7,73*,1
COc1cccc(NC(=O)CSc2nc3c(c(=O)n2C)SC(C)C3)c1 (centres undefined),-0.33,·,·,·,·,0.1,7,93*,24
Cc1c(Cl)cccc1NC(=S)NCCC(C)C,-0.23,7,-3,-7,-8,0.6,-5,44,-1
CN1C(=O)/C(=C/c2ccccc2OCc2cccc(F)c2)NC1=S,-0.68,-6,-2,-20,5,1,-5,-2,7
CCOC(=O)C1CCCN(CC(O)COc2ccccc2C(C)=O)C1 (centres undefined),-0.25,-14,1,-25,15,1,8,0,13
CC(C)Sc1cc(N2CCCC2)nc(-c2ccccc2)n1,-0.23,-6,0,-1,7,1.1,-7,-8,8
CS(=O)(=O)N1CCCC(C(=O)NCCCN2CCC(Cc3ccccc3)CC2)C1 (centres undefined),0.058,0,-5,12,0,1.1,6,-8,-10
O=C(Oc1ccc(OC(=O)c2ccco2)c(S(=O)(=O)c2ccc(Br)cc2)c1)c1ccco1,0.57,-13,-4,8,12,0.4,-3,64*,26
NC(=O)NCc1cccc(Cl)c1,-0.23,16,-7,14,-18,1.1,7,-14,-4
COc1ccc(CNc2ccc3cn[nH]c3c2)c(OC)c1OC,0.32,-4,0,6,2,0,-5,98*,-1
Cc1cccc(C)c1NC(=O)C/C(N)=N/O,-0.41,-8,-3,-8,8,0.9,2,13,7
COc1ccc(NC(=O)Nc2ccccc2C(N)=O)cc1OC,0.17,-5,-8,6,3,1,0,-3,12
N#Cc1c(C#N)c(-c2ccccc2)n(-c2ccccc2)c1N,-0.49,0,-3,-2,-1,1.1,-9,-7,10
CC1=C(C(=O)OCC2CCCO2)C(c2ccncc2)C2=C(CC(C)(C)CC2=O)N1 (centres undefined),0.28,-8,0,-30,6,0.4,18,57*,1
COc1ccc(CN2c3cc(S(=O)(=O)N4CCOCC4)ccc3N3CCCC32)cc1 (centres undefined),-0.54,-5,-1,-27,4,1,19,0,5
Cc1ccc(N2C(N)=C(C#N)C(c3cccnc3)C3=C2CC(C)(C)CC3=O)cc1 (centres undefined),-0.44,-2,-4,7,8,0.8,6,23,7
CCOc1ccc(Br)cc1S(=O)(=O)Nc1ccc(N2CCOCC2)cc1,-0.24,3,-4,13,-2,0.4,0,64*,16
NC(=O)CN1C(=O)C(O)(CC(=O)c2ccccc2O)c2ccccc21 (centres undefined),-0.69,-4,-2,-8,4,·,0,·,4
O=C1CC(c2ccccc2)CC(O)=C1C=NCCN1CCN(C(=S)Nc2cccc(Cl)c2)CC1 (centres undefined),0.59,-6,-9,16,6,0.3,4,72*,-1
CC1CC(C)CN(CCCNC(=O)C2CCCN(c3nnc(N4CCCC4=O)s3)C2)C1 (centres undefined),-0.38,-16,-2,0,16,1.1,-8,-13,-1
CCOc1ccc(CC(=O)Nc2c(C(N)=O)oc3ccc(Br)cc23)cc1OCC,-1.2,14,4,8,-16,1,-3,5,17
O=C(c1ccco1)N(Cc1cccs1)C1CCS(=O)(=O)C1 (centres undefined),-0.22,2,-8,-3,-2,0.9,-6,6,22
C=CCOc1ccc(/C=N/n2cncn2)cc1OC,0.22,-2,-1,4,0,0,2,97*,11
CC(=O)Nc1cc(S(=O)(=O)C(F)(F)F)ccc1Cl,-1.8,-7,-5,-9,9,0.8,7,16,10
Cc1oc(-c2ccccc2F)nc1CN1CCC(C(=O)NC2CC2)CC1,0.54,5,-8,1,-5,1.1,-2,-7,6
CCOc1ccccc1N(CC(=O)O)S(=O)(=O)c1ccccc1,0.51,11,-3,-26,-8,0.9,4,6,-3
CCCNC(=O)N1CCN(C(=O)NCCC)CC1,0.92,-8,-2,-7,8,1,2,4,5
O=S(=O)(c1cccc2nsnc12)N1CCN(C/C=C\c2ccccc2)CC1,0.54,1,-2,-15,1,0.6,10,42,22
CSc1ccccc1NC(=O)c1ccccc1N(Cc1ccccc1)S(C)(=O)=O,-0.019,-3,-5,-11,4,0.6,-4,43,12
CC(=O)c1ccc2c(ccc3ccccc32)c1,-0.71,-1,-2,-15,3,0.7,2,35,10
CN(C)Cc1c(O)ccc2occ(C(O)c3ccccc3)c12 (centres undefined),0.98,·,-4,24,·,0.3,-1,70*,-11
N#Cc1c(NC(=O)CCCN2C(=O)c3ccccc3C2=O)oc(-c2ccccc2)c1-c1ccccc1,0.14,-9,-3,-6,9,0.8,-5,25,15
COc1ccc(/C=C/C(=O)c2ccc(O)cc2)cc1COc1ccc(F)cc1,-0.043,-14,-1,17,12,1,2,0,28
CCCc1nnc(NC(=O)CCN2C(=O)c3ccccc3C2=O)s1,0.055,-15,-1,-24,16,1,5,0,13
COc1ccc(-n2c(SCC(=O)NC3CCCCC3)nc3ccsc3c2=O)cc1,-0.93,37,-12,7,-36,1.1,10,-9,3
CSC1=C(C#N)C(CC(C)C)C(C(C)=O)=C(C)N1 (centres undefined),-0.45,3,-11,3,-2,0.2,-8,82*,3
CN(Cc1nc2ccccc2c(=O)[nH]1)C(=O)c1ccc(S(=O)(=O)N(C)C)cc1,0.92,2,-4,-13,0,0.8,-3,24,21
COCCCn1c(SCC(=O)NC2CCCCC2)nnc1-c1ccncc1,-0.031,-17,-4,13,17,0.6,-6,38,4
O=C(Nc1ccc2nc(-c3ccc4nc[nH]c4c3)[nH]c2c1)c1cccs1,0.24,9,-4,5,-6,0.7,-7,32,-4
Cc1ccccc1OCC(O)Cn1c(SC(C)C)nc2c1c(=O)[nH]c(=O)n2C (centres undefined),0.49,·,·,·,·,0.9,6,15,3
COc1cc(CN2CCN(S(=O)(=O)c3ccc(NC(C)=O)cc3)CC2)cc(OC)c1O,-0.27,·,·,·,·,0.9,2,10,6
Cn1c(C(=O)N2CCC(C(N)=O)CC2)cc2c(=O)n(C)c3ccccc3c21,-0.64,·,-5,-12,·,1.1,2,-10,11
CCOC(=O)c1[nH]c2ccc(OC)cc2c1NC(=O)CN1CCSCC1,0.34,-10,-4,2,9,0.2,7,76*,10
O=C(Nc1nnc(-c2cccs2)o1)c1cccc(C(F)(F)F)c1,-1.2,·,0,6,·,0.9,73*,10,36*
COC(=O)c1ccc(C(=O)Nc2ccc3nc(-c4cccnc4)[nH]c3c2)cc1,-1,-2,-3,7,6,0.6,1,40,6
COc1cccc(/C=N/NC(=O)CC(=O)NCCc2ccc(OC)c(OC)c2)c1,-0.22,3,-5,-12,-5,0.7,-1,31,4
CC1(C)CCCN(C(=O)c2coc(=O)c(Br)c2)C1,-0.45,-17,-4,12,19,0.9,6,12,-1
O=C(Nc1ccc(N2CCOCC2)cc1)C1CCCN(S(=O)(=O)c2ccccc2)C1 (centres undefined),0.49,8,-2,15,-7,1,2,-2,-1
CC(=O)c1cc(C#N)c(Oc2cccc(C(F)(F)F)c2)nc1C,-0.028,5,-2,14,-6,0.8,8,17,13
COc1nc(OC)nc(N2CCC(C(=O)NCC3CCCCC3)CC2)n1,-0.078,36,-8,13,-37,1,-4,1,2

# Bioassay records (PubChem)
